High-throughput results as filed in PubChem.
D1 PAM – enhances dopamine response at the human D1 receptor; HEK293 TREx D1 cells, calcium flux, dopamine EC20 potentiation; potentiation, % at 10 µM; 360,000 tested, 0.036% active; AID 504651; in the data active = potentiation above about 30%; note: 0% is about no effect
Target sequence (P21728 whole entry, looked up): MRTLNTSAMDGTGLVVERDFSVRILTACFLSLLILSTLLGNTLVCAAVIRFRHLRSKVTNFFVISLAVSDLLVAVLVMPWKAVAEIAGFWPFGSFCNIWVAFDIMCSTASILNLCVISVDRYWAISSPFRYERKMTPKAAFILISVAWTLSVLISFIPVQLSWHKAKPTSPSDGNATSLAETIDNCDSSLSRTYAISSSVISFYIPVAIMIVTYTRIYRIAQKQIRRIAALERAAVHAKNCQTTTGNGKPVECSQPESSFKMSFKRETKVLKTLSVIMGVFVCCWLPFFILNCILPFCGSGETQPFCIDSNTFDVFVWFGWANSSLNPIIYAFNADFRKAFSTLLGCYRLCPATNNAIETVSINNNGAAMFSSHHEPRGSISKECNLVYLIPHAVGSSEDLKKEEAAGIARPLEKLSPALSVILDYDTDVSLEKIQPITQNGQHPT
RXFP1 antagonist – antagonists of human relaxin receptor RXFP1; Q9HBX9; HEK293-RXFP1, relaxin-stimulated cAMP HTRF, 30 min; hits give low values; activity change, negative = inhibition, % at 57.5 µM; 350,000 tested, 0.59% active; AID 1259400;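 active = activity change of -60% or lower, but not beyond a set lower limit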; note: % is set by controls: 0 for no effect and ±100 for the full control effect
D2 PAM – positive allosteric modulators of human D2 dopamine receptor. potentiation, % at 10 µM. 340,000 tested, 0.34% active. P14416. HEK293 T-REx D2, calcium flux, EC20 dopamine potentiation. AID 485347;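 active = potentiation over 3 SD above the plate norm, cut at about 30% in these data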; note: 0% is about no effect
Target sequence (P14416 whole entry, looked up): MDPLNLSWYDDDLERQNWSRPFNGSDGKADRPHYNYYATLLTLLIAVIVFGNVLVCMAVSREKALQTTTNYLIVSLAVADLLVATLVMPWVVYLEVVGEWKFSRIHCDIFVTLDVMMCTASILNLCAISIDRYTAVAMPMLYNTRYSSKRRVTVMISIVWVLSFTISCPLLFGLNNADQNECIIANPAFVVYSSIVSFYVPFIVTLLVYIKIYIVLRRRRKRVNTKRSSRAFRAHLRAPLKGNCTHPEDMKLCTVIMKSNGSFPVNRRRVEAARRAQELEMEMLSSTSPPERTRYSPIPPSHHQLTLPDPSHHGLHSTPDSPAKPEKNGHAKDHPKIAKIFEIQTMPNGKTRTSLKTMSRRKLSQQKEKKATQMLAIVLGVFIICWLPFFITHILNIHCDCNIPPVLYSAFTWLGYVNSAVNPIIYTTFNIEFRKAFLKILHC
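Potentiation of an EC20 dopamine calcium response measured kinetically over 180 s, after a preceding 180 s compound-only read flagging agonists. Cells: inducible Hek293 Trex D2 line, 4000/well, cultured overnight at 30 C before dye loading.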
TRHR agonist – agonists of human TRH receptor | activation, % at 2 µM | 360,000 tested, 0.18% active | TRHR cells, calcium flux fluo-8, FDSS agonist mode; note: 0% is about no effect
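Fluo-8-loaded TRHR cells; 10 s baseline, compound added, kinetic Ca2+ fluorescence read 1/s, agonist mode.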
TRHR PAM – allosteric enhancers of human TRH receptor; P34981; AID 493056; enhancement, % at 2 µM; 360,000 tested, 0.66% active; TRHR cells, fluo-8 calcium fluorescence, EC20 TRH enhancement; in the data active = enhancement above about 30%; note: 0% is about no effect
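Enhancer read-out: after compound pinning and an initial kinetic agonist-mode read, an EC20 of TRH (10 nM final) was injected and fluo-8 calcium signal (Ex 480/Em 530) followed at 1 s/cycle for 100 cycles in TRHR-expressing cells.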
D2 antagonist – antagonists of human D2 dopamine receptor; P14416; HEK293 TREx D2 cells, calcium flux, dopamine EC80; inhibition, % at 10 µM; 340,000 tested, 2% active; AID 485344; in the data active = inhibition above about 30%; note: 0% is about no effect
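In this primary screen, negative modulation is detected by tracking calcium flux after an EC80 dopamine challenge in inducible HEK293 T-REx D2 cells preexposed to test compound for 180 s.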
D1 agonist – activates the human D1 dopamine receptor | P21728 | HEK293 T-REx D1 cells, calcium flux, agonist mode | activation, % at 2 µM | 360,000 tested, 1% active | AID 504660; note: 0% is about no effect
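Inducible HEK293 T-REx D1 cells, force-coupled to calcium signalling, were plated at 4000 cells/well with tetracycline and held overnight at 30 C. After no-wash calcium dye loading, compound-evoked calcium rise over 180 s flagged agonists.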
D1 antag – blocks dopamine activation of the human D1 receptor | P21728 | HEK293 TREx D1 cells, calcium flux, dopamine EC80; hits give low values | activity change, negative = inhibition, % at 10 µM | 360,000 tested, 3.2% active; in the data active = activity change below about -30%; note: % is set by controls: 0 for no effect and ±100 for the full control effect
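Inducible Hek293 Trex D1 cells (tetracycline, overnight, 30 C). Calcium dye 30–90 min RT. Antagonist mode: EC80 dopamine added after 180 s compound read.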
D2 ag – activates the human D2 dopamine receptor. P14416. HEK293 T-REx D2 cells, calcium flux agonist mode. activation, % at 2 µM. 340,000 tested, 0.53% active. AID 485358;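 active = activation over 3 SD above normal in the single-dose calcium agonist read, cut at about 30% in these data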; note: 0% is about no effect
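Calcium-flux readout, 1 cycle/sec over 180 s following compound pin transfer, in inducible HEK293 Trex D2 cells (force-coupled); dopamine controls included. Positive calcium responses during this window marked compounds as potential agonists.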
Starred values were filed as active, the others as inactive; nt = no result given. Cut-off read from the data, not from the text of the source, unless noted: active = activation above about 30%; inactive = the rest. No enrichment for hits; overall some 7.1% were active at least once.

entry	Structure	RXFP1 antagonist	D2 antagonist	D1 antag	TRHR agonist	D1 PAM	TRHR PAM	D2 PAM	D2 ag	D1 agonist
1	O=C(COc1ccc(Cl)cc1Cl)Nc1ccc2nc3n(c(=O)c2c1)CCCC3	0	-17	-3	0.0	-5	-2	-1	-0.1	1
2	COc1ccc(C)cc1NC(=O)CNC(C)C(=O)Nc1cc(Cl)ccc1Cl (configuration not stated)	2	-4	11	-0.9	-4	-9	7	0.8	2
3	COc1ccc(CCN(C(=O)c2ccco2)C(C(=O)NC2CCCC2)c2ccncc2)cc1OC (configuration not stated)	-2	-43	0	-0.4	-3	-1	12	-1.0	4
4	CCCC1=NN(C(=O)Cc2ccc(OC)c(OC)c2)C(O)(C(F)(F)F)C1 (configuration not stated)	-7	-9	-26	-0.1	-5	-5	-4	0.5	4
5	O=[N+]([O-])c1cccc(P(=O)(O)c2cccc([N+](=O)[O-])c2)c1	14	10	5	0.7	-5	31*	-6	0.0	1
6	CCCN(Cc1cccs1)C(=O)Nc1ccc(Br)c(C)c1	-27	nt	-4	-0.9	-3	-3	-8	-1.0	2
7	O=C(CN1C(=O)NC2(CCCC2)C1=O)Nc1ccccc1	-5	5	-1	0.3	-5	-2	-6	-0.1	-4
8	COc1ccc(/C=N/NC(=O)c2ccoc2C)cc1COc1ccc(Cl)cc1	1	17	-28	0.2	-5	-5	-14	-0.3	1
9	Cc1cccc(CCNS(=O)(=O)c2cc3c(cc2C)NC(=O)CO3)c1	-2	-2	-25	0.5	-5	2	-12	18	7
10	COC(=O)Cc1cc(=O)n2[nH]c(C)cc2n1	-13	-3	nt	0.8	-2	4	-11	-0.6	-2
11	CCC1CCc2c(sc(NC(=O)c3cccnc3)c2C(N)=O)C1 (configuration not stated)	-3	-14	-11	0.5	2	6	-4	-1.8	-2
12	CCC1CCCCN1CCCNC(=O)CC1Oc2ccccc2NC1=O (configuration not stated)	nt	-16	-22	-0.6	nt	14	0	0.2	1
13	C=CCn1c(O)c(C(CC)=NCc2cccnc2)c(=O)[nH]c1=O	1	42*	6	0.0	1	-4	6	0.2	4
14	S=c1[nH]nc(COc2ccccc2)n1/N=C/c1ccc(Cl)cc1	-5	6	-3	-1.2	0	-5	-6	1.9	2
15	COC(=O)c1c(NC(=O)c2nc3ccccc3s2)sc2c1CCN(C(C)=O)C2	nt	-15	3	-0.2	-2	2	21	-0.3	0
16	O=C(c1ccc(F)c(S(=O)(=O)N2CCOCC2)c1)N1CCc2ccccc21	-1	-1	-18	0.3	-3	1	1	0.9	10
17	CN(CCOc1ccccc1)C(=O)c1cc(-c2ccco2)nc2ccccc12	-8	4	5	1.8	-9	3	-3	-0.6	4
18	COC(=O)[C@@H](NC(=O)O[C@@H]1C(=O)c2ccc(OC)cc2O[C@H]1c1cccc(C(F)(F)F)c1)C(C)C	nt	-6	5	0.6	-3	-2	-1	0.4	5
19	CC1CN(C(=O)C(Sc2ccccc2)c2ccccc2)CC(C)O1 (configuration not stated)	-1	1	8	-1.0	-5	1	-3	-0.6	2
20	CCOC(=O)CN(C(=O)CSc1nnc(-c2cccc(OC)c2)o1)c1ccc(F)cc1	-12	-5	-22	-1.4	0	11	7	0.5	56*
21	CCOc1ccc(NC(=S)N2CCC(c3ccc(C)cc3)C2)cc1 (configuration not stated)	4	-7	-12	-0.3	-2	3	1	0.2	1
22	CS(=O)(=O)N1CCSC1c1ccc(Br)cc1 (configuration not stated)	21	-10	-12	0.1	-7	-2	-4	0.0	1
23	COc1cccc(-c2nnn(CCc3nn[nH]n3)n2)c1	6	2	-5	-0.5	-5	-3	13	-0.2	2
24	Cc1ccc(C2CC2c2n[nH]c(=S)n2-c2cccc(Cl)c2)cc1 (configuration not stated)	-24	12	0	-0.2	-6	-3	2	-0.6	0
25	CCOC(=O)N1CCC(N2Cc3cccc(C(=O)N4CC(C)CC(C)C4)c3C2=O)CC1 (configuration not stated)	2	10	0	-1.7	-2	1	-18	1.1	2
26	CN(c1ccc(C(=O)Nc2ccc3c(c2)OCO3)cc1)S(C)(=O)=O	1	0	2	0.9	-4	0	-3	0.3	2
27	O=C(C[n+]1ccc(-c2nnc3n2CCC3)cc1)c1ccc(Cl)cc1	5	-2	-11	-0.7	-6	-1	-1	-1.4	3
28	Cc1onc(-c2c(Cl)cccc2Cl)c1C(=O)N=C(N)N1CCOCC1	-33	8	0	0.9	0	0	-2	0.7	2
29	Cc1c(Cc2ccccc2)c(=O)oc2cc(OCc3nn[nH]n3)ccc12	-3	-6	-4	0.2	2	6	17	0.5	4
30	CCNS(=O)(=O)c1ccc(NC(=O)c2cncc(Br)c2)cc1	-1	-16	2	0.0	-3	3	-1	0.2	1

Looked up above.
Result of COc1cccc(-c2nnn(CCc3nn[nH]n3)n2)c1 under D1 agonist: 2
Result of COc1ccc(C)cc1NC(=O)CNC(C)C(=O)Nc1cc(Cl)ccc1Cl (configuration not stated) under D1 antag: 11
Result of O=C(COc1ccc(Cl)cc1Cl)Nc1ccc2nc3n(c(=O)c2c1)CCCC3 under D1 antag: -3
Result of CC1CN(C(=O)C(Sc2ccccc2)c2ccccc2)CC(C)O1 (configuration not stated) under D2 ag: -0.6
Result of CCCC1=NN(C(=O)Cc2ccc(OC)c(OC)c2)C(O)(C(F)(F)F)C1 (configuration not stated) under D1 agonist: 4

Continued:
entry	Structure	RXFP1 antagonist	D2 antagonist	D1 antag	TRHR agonist	D1 PAM	TRHR PAM	D2 PAM	D2 ag	D1 agonist
31	Cc1cccc(-c2c3c(=O)n(C)c(=O)n(C)c3cn2C(C)(C)C)c1	-19	-11	-18	-0.5	1	-2	9	-0.3	3
32	O=C(OCc1cc(Cl)ccc1OC(F)F)c1ccc([N+](=O)[O-])o1	nt	20	-4	-1.7	-1	6	0	-1.9	3
33	CCc1ccc(CNC(=O)c2ccc(NC(=O)N3CC(C)Sc4ccccc43)cc2)cc1 (configuration not stated)	-15	nt	-13	-0.2	-3	-3	6	-0.2	11
34	CCN1C(=O)/C(=C/N(C)c2ccccc2)OC1=S	7	-19	-15	-0.3	-6	-6	-2	-0.2	5
35	Cc1cc(/C=C\c2nc(O)c([N+](=O)[O-])c(=O)[nH]2)c(C)n1-c1ccccc1	-15	-4	-7	-0.5	-8	-6	2	-1.3	3
36	O=C(NN1C(=O)c2ccccc2NC1c1ccc([N+](=O)[O-])o1)c1ccc([N+](=O)[O-])cc1 (configuration not stated)	23	9	-15	1.1	-6	-5	7	0.9	0
37	CCOc1ccc(NC(=NCc2ccc3c(c2)OCO3)SC2CC(=O)N(c3ccccc3)C2=O)cc1 (configuration not stated)	-9	-8	-27	1.2	-8	-3	31*	0.7	3
38	CC(C)CCn1nnnc1CN1CCN(c2ccc(F)cc2)CC1	-37	-2	-7	2.0	-4	-6	-4	0.0	-1
39	O=C1CN2CCC1C/C2=C\c1ccnc2c(Cl)cccc12 (configuration not stated)	2	-10	-13	0.9	-4	5	-14	0.9	4
40	N#CC(=C1CCCC1)c1nc(-c2cc3ccccc3oc2=O)cs1	0	-1	10	0.0	-1	-5	0	0.4	2
41	COc1ccc(/C=C/C(=O)OCC(=O)NCCNC(=O)COC(=O)/C=C/c2ccc(OC)cc2)cc1	3	3	-9	-0.6	0	4	3	0.1	2
42	O=C(CCNc1ccc(Br)cc1)c1cccc([N+](=O)[O-])c1	-10	1	0	0.3	-1	-5	2	0.8	-1
43	Cc1cc(-c2onc(C)c2C(=O)Oc2ccc(Cl)cc2)no1	1	9	-16	-0.3	2	-4	8	0.6	3
44	Oc1ccc2ccccc2c1-c1sc(Nc2ccccc2)n[n+]1-c1ccc(F)cc1	nt	-15	-23	2.4	-1	-1	-1	-0.8	4
45	Cc1ccc(NC(=O)Cn2c(-c3cncs3)nc3ccccc32)cc1Br	-7	nt	-17	0.3	-1	-9	2	0.5	6
46	O=C(Cc1c(Cl)cccc1Cl)OCc1ccccn1	-5	-7	-7	0.1	5	4	7	0.2	3
47	CS(=O)(=O)N1CCN(C(=S)NCc2ccc(Cl)cc2)CC1	10	-3	6	-0.3	-4	3	16	-0.6	6
48	Cc1n[nH]c(=S)c2nn(-c3ccccc3F)c(C)c12	12	-6	-18	-0.4	1	-4	5	0.1	0
49	O=C1/C(=C\c2ccc3c(c2)OCO3)CCC/C1=C/c1ccc2c(c1)OCO2	-25	-4	2	4.6	3	6	9	4.4	4
50	CC(C)c1nc2oc3c(NCCO)ncnc3c2c2c1COC(C)(C)C2	-2	5	6	0.4	-6	1	15	0.2	3
51	CC(C)c1nc(C(=O)N2CCCC(N3CCN(c4cccc(Cl)c4)CC3)C2)cs1 (configuration not stated)	-18	-9	15	-0.2	-1	-13	7	3.0	0
52	COc1cccc(CN2CCc3[nH]c(=S)[nH]c(=O)c3C2)c1	-3	12	2	0.2	-2	-3	-1	-3.0	1
53	CSc1nsc(SCCN2C(=O)c3ccccc3C2=O)n1	4	-6	-17	-0.5	0	15	7	-0.4	-1
54	COc1ccc(CNC(=O)C23CC4CC(CC(Br)(C4)C2)C3)cc1	-11	9	-2	-0.4	1	-5	nt	5.6	0
55	Cn1c(SCC(=O)Nc2ccc(F)cc2)nc2c(c1=O)SCC2	-9	21	0	-0.2	4	0	-8	-0.5	14
56	O=C(CCl)N(Cc1ccccc1)c1ccccc1	-10	-4	1	-0.7	-1	-5	16	-3.0	2

Structures above printed as active in TRHR PAM:
item	structure	RXFP1 antagonist	D2 antagonist	D1 antag	TRHR agonist	D1 PAM	TRHR PAM	D2 PAM	D1 agonist
5	O=[N+]([O-])c1cccc(P(=O)(O)c2cccc([N+](=O)[O-])c2)c1	14	10	5	0.7	-5	31*	-6	1
